LYP phosphatase: inhibitors of LYP phosphatase, biochemical, fluorescence intensity, uHTS (AID 1779). recombinant LYP phosphatase, fluorescence intensity; higher % means a stronger effect. one-dose inhibition, % at 11.5 µM; IC50 in µM for titrated hits. 290,000 tested, 0.054% active;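 also: plate controls were vehicle with enzyme for no effect and no enzyme for full effect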
Siah-1 displacement: Siah-1 peptide-binding antagonists, primary screen, biochemical, fluorescence polarization, rhodamine-plectin, uHTS (AID 1817). displacement, % at 20 µM, or IC50 in µM where a hit was titrated. Siah-1 / rhodamine-plectin peptide fluorescence polarization; higher % means a stronger effect. 290,000 tested, 0.02% active;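 active = displacement of at least 50% at 20 µM, with a fluorescence ratio check between 0.3 and a set limit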;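 also: plate controls were Siah plus tracer with DMSO for no effect and tracer alone without Siah for full effect; strong numbers were not always called active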
Salmonella PhoP GFP: inhibitors of PhoP regulon expression, primary screen, Salmonella Typhimurium, GFP reporter (AID 1863); S. Typhimurium PhoP-regulated promoter GFP reporter, 4 h; higher % means a stronger effect; one-dose inhibition, % at 50 µM; IC50 in µM for titrated hits; 300,000 tested, 0.16% active;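 active = inhibition over 29.93%, a cutoff 3 SD above the screen mean, later confirmed by dose response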;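 also: 0% = low Mg2+ inducing control and 100% = high Mg2+ repressing control; strong numbers were not always called active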
Myeloid diff MLP: myeloid differentiation induction; ER-HoxA9 myeloid progenitors, lysozyme-GFP differentiation, flow cytometry; calls only at 10 µM; 360,000 tested, 1% active; AID 624256;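 active = normalized GFP-positive differentiation at or above the plate's own cutoff, the solvent-only control mean plus 3 SD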;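 also: cells exposed to compound for four days before flow analysis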
NOD1 NF-kB reporter: inhibition of NOD1-driven NF-kB reporter – cell-based, luminescence, uHTS, primary screen (AID 1578); inhibition, % at 4 µM, or EC50 in µM where a hit was titrated; 290,000 tested, 1% active; NOD1-driven NF-kB luciferase reporter cells, luminescence; higher % means a stronger effect; in the data active = inhibition mostly above about 36%, no sharp cut-off; inactive = mostly below about 34%;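 also: HEK-293T reporter cells stimulated with the NOD1 agonist gamma-tri-DAP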
HEK293 NOD2/NF-kB: inhibition of NOD2-driven NF-kB reporter – cell-based, luminescence, uHTS, HEK293 (AID 1566). HEK293 NOD2/NF-kB luciferase reporter, luminescence; higher % means a stronger effect. 290,000 tested, 0.63% active. one-dose inhibition, % at 4 µM; EC50 in µM for titrated hits; also: many of its hits are not listed in these tables
KOR beta-arrestin-1: KOR antagonists, beta-arrestin recruitment, cell-based, luminescence, uHTS (AID 1778); KOR beta-arrestin recruitment, luminescence, antagonist mode; higher % means a stronger effect; one-dose inhibition, % at 10 µM; IC50 in µM for titrated hits; 290,000 tested, 0.091% active; also: strong numbers were not always called active
HIV peptide binding: inhibitors of HIV fusion peptide binding, primary screen, biochemical, uHTS, fluorescence dequenching (AID 1986); cell-free peptide binding, fluorescence dequenching, 30 min; higher % means a stronger effect; inhibition, % at 20 µM; hits with a dose series show IC50 in µM; 290,000 tested, 0.3% active; in the data active = inhibition mostly above about 52%, no sharp cut-off; inactive = mostly below about 76%; also: some results filed as inactive read as strong as hits
KOR beta-arrestin-2: KOR agonists, beta-arrestin recruitment, primary screen, cell-based, luminescence, uHTS (AID 1777); 280,000 tested, 0.02% active; KOR beta-arrestin recruitment, luminescence; higher % means a stronger effect; one-dose activation, % at 10 µM; EC50 in µM for titrated hits; in the data active = activation above about 50%, passing the limit was not always enough; also: a part of the inactive calls stands beside numbers as strong as those of hits
Myeloid diff MLP GFP+ MAC1+ %: also measured in Myeloid diff MLP; calls as there; GFP+ MAC1+ double positive, %; measured here: differentiation confirmed by MAC1 staining
Active calls of the source: *; i = inactive; x = no result given; [ ] = another dose, or the depositor's remark. Rule as the data show it, unless noted: active = inhibition above about 50%; inactive = the rest.

cpd | smiles | LYP phosphatase | Siah-1 displacement | Salmonella PhoP GFP | Myeloid diff MLP | Myeloid diff MLP GFP+ MAC1+ % | NOD1 NF-kB reporter | HEK293 NOD2/NF-kB | KOR beta-arrestin-1 | HIV peptide binding | KOR beta-arrestin-2
1 | O=C(OC(C(=O)NC1CCCC1)c1ccccn1)c1cccs1 (stereo not given) | 4% | -2% | -6% | i | 1.1 | -4% | 13% | -21% | -1.2% | 3.1%
2 | O=C(CN(Cc1ccccc1F)C(=O)c1csnn1)NCc1ccc2c(c1)OCO2 | -9% | -1% | 8% | i | 1.4 | -3% | 11% | 26% | 1.4% | -2.2%
3 | COC(=O)c1c(-c2c(Cl)cccc2Cl)noc1NC(=O)NN1CCOCC1 | -4% | 13% | -6% | i | 0.8 | -11% | 8% | 8% | 0.8% | -3.7%
4 | S=C(Nc1ccc(Cl)cc1)Nc1ccc2cn[nH]c2c1 | -6% | -2% | -2% | i | 0.4 | -19% | -28% | -22%[20 µM] | -2.4% | -3.5%
5 | CC(=O)c1cccc(NC(=O)Cn2cnc(S(=O)(=O)N3CCOCC3)c2)c1 | -12% | -1% | 7% | i | 0.5 | -18% | 2% | 4% | 1.3% | 13%
6 | CSCC(=O)N1CCC(CCC(=O)NC2CC2)CC1 | -10% | 0% | -6% | i | 1.3 | -11% | 0% | -36% | 1.0% | -4.0%
7 | COC(=O)[C@@]1(Cc2ccc(OC)cc2)[C@H]2c3cc(C(=O)N4CCCC4)n(Cc4ccc(C)o4)c3C[C@H]2CN1C(=O)c1ccccc1 | 7% | 3% | -5% | x | x | -35% | -10% | -14% | 2.3% | 3.7%
8 | CN(c1ccccc1)S(=O)(=O)c1nnc(NC(=O)COc2ccccc2)s1 | -13% | 5% | 8% | i | 4.3 | -20% | 19% | 9% | 4.0% | -3.2%
9 | O=C(NC(=S)Nc1ccc(Cl)cn1)c1cc([N+](=O)[O-])ccc1N1CCOCC1 | 9% | -4% | 0% | i | 4.3 | 4% | 33% | 7% | 0.8% | -1.2%
10 | c1nc(NC2CCCCCC2)c2[nH]cnc2n1 | -4% | -2% | -1% | i | 2.0 | 15% | -1% | -16% | 2.2% | 0.2%
11 | CN1CCN(CC(=O)O)CC1 | -5% | 3% | -3% | i | 3.6 | -8% | 1% | -101% | 2.3% | 6.4%
12 | CC(=O)[C@@H]1[C@@H](C)N(Cc2ccccc2)C(=O)N[C@H]1c1cccc(C(F)(F)F)c1 | -10% | 0% | 5% | i | 1.6 | -2% | -3% | 20% | -1.0% | -2.5%
13 | Cc1ccccc1-c1ccnc2[nH]n(-c3ccccc3)c(=O)c12 | -5% | 4% | 14% | i | 0.7 | -4% | 7% | 2% | -0.4% | -2.1%
14 | COc1cc2oc3ccccc3c2cc1N(CC(=O)N(C)C)S(=O)(=O)c1ccc(C)cc1 | 10% | 0% | -3% | i | 0.6 | 18% | -10% | -22% | 2.2% | 3.4%
15 | Cc1ccc(N(C(=O)C2COc3ccccc3O2)C(C(=O)NC2CCCCC2)c2cn(C)nc2C)cc1 (stereo not given) | -3% | -7% | 0% | x | x | 23% | -10% | 32% | -0.4% | -0.8%
16 | Cc1ccc2c(C(=O)CSc3ccccc3)c(C)[nH]c2c1 | 4% | -2% | -15% | i | 0.5 | -22% | -10% | -11% | 4.2% | 4.4%
17 | O=C(c1ccco1)N1CCN(C(=O)C2CCCc3c2[nH]c2ccc(Cl)cc32)CC1 (stereo not given) | -4% | -2% | -3% | i | 0.7 | -24% | -38% | 12% | 1.3% | -1.7%
18 | Nc1nnn(CC(=O)N/N=C/c2ccccc2)n1 | -13% | 1% | -4% | i | 0.5 | 6% | -3% | 1% | -2.5% | 3.1%
19 | COc1ccc(N2C(=O)c3ccccc3C(C)(C)C2=O)cc1 | -4% | 4% | 2% | i | 0.7 | -22% | -7% | 3% | 1.5% | 0.3%
20 | COc1ccc(OCCn2ccnc2C)cc1 | -6% | 15% | -4% | i | 0.6 | -20% | 21% | 10%[20 µM] | 0.1% | -1.0%
21 | CCn1ncc([C@@H]2C[C@H]3CN(Cc4ccccc4C)C(=O)[C@]34CCCN24)c1C | -11% | -2% | 4% | i | 0.0 | -10% | -5% | -8%[20 µM] | 5.6% | x
22 | Cc1cc(C)c(-n2c(SCCS(=O)(=O)c3ccc(F)cc3)n[nH]c2=O)c(C)c1 | -2% | 2% | -1% | i | 1.3 | 70%* | 2% | 3% | -1.2% | -1.2%
23 | CCOc1cc(C(=O)Nc2cc(C)ccn2)cc(OCC)c1OCC | -6% | 2% | 12% | i | 1.0 | -20% | 9% | -12% | -2.1% | -1.7%
24 | CCOc1cc(C(=O)Nc2cc(C)ccc2C)ccc1OCC(=O)N1CCCCC1 | 0% | 0% | 1% | i | 0.6 | -30% | 5% | 28% | -1.9% | 3.7%
25 | O=C(CNc1cccc2ccccc12)N/N=C/c1ccc[nH]1 | -4% | 18% | x | i | 0.5 | 3% | 14% | 9% | -3.0% | 4.0%
26 | COc1ccc(C(=O)NC(C)CCc2ccccc2)c(O)c1 (stereo not given) | -5% | 0% | 1% | i | 0.8 | -10% | 4% | -36% | -1.6% | 2.1%
27 | CCN(CC)S(=O)(=O)c1cccc(C(=O)Nc2ccccc2C(=O)N2CCOCC2)c1 | -4% | -4% | 1% | i | 0.5 | 33% | 22% | -37% | -3.8% | 3.7%
28 | Cc1cc(Oc2ccc3ccccc3c2)nc(SCC(=O)c2ccccc2)n1 | -2% | 10% | -16% | i | 0.7 | 6% | -16% | -16% | -0.7% | 2.8%
29 | CCOc1ccc2oc(C(=O)NCc3nc4ccccc4[nH]3)c(C)c2c1 | -8% | -1% | -1% | i | 0.6 | -24% | 2% | -14% | 1.6% | 2.0%
30 | COC(=O)c1cccc(S(=O)(=O)N(Cc2ccco2)Cc2cc3cc(OC)c(OC)cc3[nH]c2=O)c1 | 7% | 0% | 12% | i | 12 | -16% | 5% | -3% | 1.5% | 6.4%

Exported with two lines to a compound: part of the list above.
The line under a structure holds: LYP phosphatase | Siah-1 displacement | Salmonella PhoP GFP | Myeloid diff MLP | Myeloid diff MLP GFP+ MAC1+ % | NOD1 NF-kB reporter | HEK293 NOD2/NF-kB | KOR beta-arrestin-1 | HIV peptide binding | KOR beta-arrestin-2
20: COc1ccc(OCCn2ccnc2C)cc1
  -6% | 15% | -4% | i | 0.6 | -20% | 21% | 10%[20 µM] | 0.1% | -1.0%
21: CCn1ncc([C@@H]2C[C@H]3CN(Cc4ccccc4C)C(=O)[C@]34CCCN24)c1C
  -11% | -2% | 4% | i | 0.0 | -10% | -5% | -8%[20 µM] | 5.6% | x
22: Cc1cc(C)c(-n2c(SCCS(=O)(=O)c3ccc(F)cc3)n[nH]c2=O)c(C)c1
  -2% | 2% | -1% | i | 1.3 | 70%* | 2% | 3% | -1.2% | -1.2%
23: CCOc1cc(C(=O)Nc2cc(C)ccn2)cc(OCC)c1OCC
  -6% | 2% | 12% | i | 1.0 | -20% | 9% | -12% | -2.1% | -1.7%
24: CCOc1cc(C(=O)Nc2cc(C)ccc2C)ccc1OCC(=O)N1CCCCC1
  0% | 0% | 1% | i | 0.6 | -30% | 5% | 28% | -1.9% | 3.7%
25: O=C(CNc1cccc2ccccc12)N/N=C/c1ccc[nH]1
  -4% | 18% | x | i | 0.5 | 3% | 14% | 9% | -3.0% | 4.0%
26: COc1ccc(C(=O)NC(C)CCc2ccccc2)c(O)c1 (stereo not given)
  -5% | 0% | 1% | i | 0.8 | -10% | 4% | -36% | -1.6% | 2.1%
27: CCN(CC)S(=O)(=O)c1cccc(C(=O)Nc2ccccc2C(=O)N2CCOCC2)c1
  -4% | -4% | 1% | i | 0.5 | 33% | 22% | -37% | -3.8% | 3.7%
28: Cc1cc(Oc2ccc3ccccc3c2)nc(SCC(=O)c2ccccc2)n1
  -2% | 10% | -16% | i | 0.7 | 6% | -16% | -16% | -0.7% | 2.8%
29: CCOc1ccc2oc(C(=O)NCc3nc4ccccc4[nH]3)c(C)c2c1
  -8% | -1% | -1% | i | 0.6 | -24% | 2% | -14% | 1.6% | 2.0%
30: COC(=O)c1cccc(S(=O)(=O)N(Cc2ccco2)Cc2cc3cc(OC)c(OC)cc3[nH]c2=O)c1
  7% | 0% | 12% | i | 12 | -16% | 5% | -3% | 1.5% | 6.4%

The listing continues.
cpd | smiles | LYP phosphatase | Siah-1 displacement | Salmonella PhoP GFP | Myeloid diff MLP | Myeloid diff MLP GFP+ MAC1+ % | NOD1 NF-kB reporter | HEK293 NOD2/NF-kB | KOR beta-arrestin-1 | HIV peptide binding | KOR beta-arrestin-2
31 | COc1ccc(-n2nc3c(c2NC(=O)C2CC2)CS(=O)C3)cc1 (stereo not given) | -8% | 1% | -2% | i | 0.9 | -12% | -3% | -17% | -1.6% | -3.8%
32 | Cc1cccc(C(=O)OC(C)CN2CCCC2)c1 (stereo not given) | -10% | -4% | 5% | i | 0.2 | -24% | 6% | 8% | -0.3% | -2.8%
33 | O=C(Nc1ccccc1-c1ccccc1NC(=O)c1ccco1)c1ccco1 | -6% | 10% | 4% | i | 1.1 | -6% | 8% | -19% | 3.5% | -3.0%
34 | Cc1cc(C(=O)NCC(=O)OCC(=O)Nc2ccc(OC(F)F)cc2)ccc1[N+](=O)[O-] | -4% | 6% | -7% | i | 0.2 | 19% | 8% | -22% | -2.6% | 3.2%
35 | CCc1ccc(N2C(=O)CC(N(CC3CCCO3)C(=O)/C=C/C(=O)O)C2=O)cc1 (stereo not given) | -6% | 7% | -12% | i | 0.6 | -37% | 0% | -36% | 14% | 0.2%
36 | Cc1cc(N2CCOCC2)nc2ccc(NC(=S)NCCC(C)C)cc12 | -3% | 3% | 12% | i | 0.1 | -11% | -2% | 0% | 0.1% | -1.6%
37 | CCN1C(=O)c2ccccc2S(=O)c2ccc(C(=O)NCc3ccccn3)cc21 (stereo not given) | 0% | 1% | -6% | i | 1.8 | -13% | -11% | -7% | 1.5% | -0.6%
38 | COc1ccc(N2C(=O)C3CCCN3C2c2cccc(OC)c2OC)cc1 (stereo not given) | 0% | 4% | 7% | i | 1.8 | -3% | 6% | 47% | 2.2% | -8.3%
39 | CC(C)=CC(=O)OCC(=O)Nc1ncc(Cl)c(C)c1Cl | -8% | 0% | -1% | i | 6.6 | 5% | 10% | 18% | 4.4% | -1.1%
40 | Cc1ccc2c(Cl)cc(Cl)c(OCC(=O)NC3CCS(=O)(=O)C3)c2n1 (stereo not given) | -5% | -3% | -3% | i | 0.9 | -24% | -5% | -10% | -1.7% | 3.0%
41 | CC(C(=O)Nc1ccc(S(=O)(=O)N2CCCC2)cc1)N1CCN(C(=O)c2ccco2)CC1 (stereo not given) | -5% | 4% | 7% | i | 0.3 | -8% | 1% | 10% | 3.0% | -8.2%
42 | CCOC(=O)c1cc2nc(-c3ccco3)cc(C(F)(F)F)n2n1 | 5% | 4% | 2% | i | 0.3 | -27% | 4% | 26% | 30% | -1.0%
43 | FC(F)(F)c1ccc(NC(=S)NCc2ccccc2)cc1 | -4% | 8% | -10% | i | 0.4 | -8% | 5% | -7% | -0.2% | -3.4%
44 | c1ccc2c(c1)CCCN2Cc1nnc2n1CCCCC2 | 0% | 2% | -61% | i | 6.4 | -11% | -9% | 16% | 24% | 12%
45 | C(=N\n1cnc2ccccc21)/c1cccnc1 | -7% | 1% | 5% | i | 0.5 | -15% | -14% | 11% | -0.8% | -1.8%

Some of the compounds tested (hit frequency here may not be typical).
